GCN5L2 inh – inhibitors of human GCN5L2 histone acetyltransferase | AID 504327 | hit rate 0.21% among 390,000 | GCN5L2 HAT assay, ThioGlo1 CoA-SH fluorescence | Potency, µM (series often up to 58.9 µM), for inactives: at the highest dose activity change, negative = inhibition, most hits filed as inhibitors
Target sequence (Q92830 whole entry, looked up): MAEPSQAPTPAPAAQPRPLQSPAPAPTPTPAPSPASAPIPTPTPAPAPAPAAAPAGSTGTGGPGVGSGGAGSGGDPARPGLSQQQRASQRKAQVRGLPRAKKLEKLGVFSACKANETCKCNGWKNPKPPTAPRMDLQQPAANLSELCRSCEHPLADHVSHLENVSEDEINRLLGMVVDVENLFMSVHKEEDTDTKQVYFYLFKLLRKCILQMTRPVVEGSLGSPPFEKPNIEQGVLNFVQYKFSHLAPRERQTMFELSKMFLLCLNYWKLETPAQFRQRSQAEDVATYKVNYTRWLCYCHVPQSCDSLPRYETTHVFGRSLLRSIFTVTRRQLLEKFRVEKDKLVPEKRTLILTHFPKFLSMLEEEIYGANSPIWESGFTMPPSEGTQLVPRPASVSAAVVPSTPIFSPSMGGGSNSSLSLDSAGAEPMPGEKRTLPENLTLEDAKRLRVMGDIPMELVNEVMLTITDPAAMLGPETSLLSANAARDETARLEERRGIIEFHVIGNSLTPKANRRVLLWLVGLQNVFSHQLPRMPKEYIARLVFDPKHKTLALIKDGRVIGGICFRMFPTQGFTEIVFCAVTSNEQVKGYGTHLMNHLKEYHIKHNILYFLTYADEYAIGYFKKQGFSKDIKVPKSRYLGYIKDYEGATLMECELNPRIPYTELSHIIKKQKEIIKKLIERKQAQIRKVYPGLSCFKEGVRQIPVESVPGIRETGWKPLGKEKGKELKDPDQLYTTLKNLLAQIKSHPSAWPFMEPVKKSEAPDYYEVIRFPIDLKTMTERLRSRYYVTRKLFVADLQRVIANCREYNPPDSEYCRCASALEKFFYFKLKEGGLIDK
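Preincubate 20nM GCN5L2 with compound 15 min, RT → add 50uM ThioGlo1 + 75uM H3(1-25) + 70uM acetyl-CoA → read fluorescence 0 and 20 min. Primary qHTS; fluorescent artifacts likely.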
FEN1 inhibitor – inhibitors of human flap endonuclease 1; Recombinant FEN1 flap cleavage, fluorescence, 15 min; Potency, µM (titrated, usually from 114 µM), for inactives: at the highest dose activity change, negative = inhibition, hits mostly inhibitors; hit rate 0.35% among 390,000; AID 588795; note: nearly all actives have a fitted effect of over 65% in size
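Nuclease activity of 10 nM FEN1 was measured after 15 min of room-temperature exposure to titrated compounds, by adding 50 nM flap substrate and reading plates at 0 and 15 min.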
N370S GC – inhibits or activates N370S mutant glucocerebrosidase; P04062; hit rate 0.092% among 330,000; N370S GC spleen homogenate, 4MU-glucoside fluorescence; Potency, µM (doses to about 59.4 µM), without a hit: top-dose activity change, negative = inhibition, hits mostly inhibitors;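 note: 0% = full enzyme activity and -100% = no enzyme basal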
* hit, by the source's call; ? = inconclusive; / = not tested or not shown. Calls come from the whole dose curve; as a rule, active = well fitted curve in the direction sought with a large enough effect; inconclusive = small, poorly fitted or top-dose-only effect, or another doubt; inactive = no such curve, though single readings can be large; an effect the other way counts as inactive or inconclusive. Unless noted, % is set by controls: 0 for no effect and ±100 for the full control effect; potency is the fitted concentration of half-maximal effect. Some of the compounds tested; count on the stated rates, not on these rows.

SMILES | GCN5L2 inh | FEN1 inhibitor | N370S GC
CCC(C)[C@H](NC(=O)C1CC(=O)N(c2ccc3c(c2)OCCO3)C1)C(=O)N1CCCCC1 (stereo not given in full) | -3% | 0% | 1%
COc1cc(C(=O)Oc2c(CN3CCOCC3)cc(Cl)c3cccnc23)cc(OC)c1OC | -3% | -2% | -14%
CN(CCCC(=O)Nc1ccc(OC(F)F)cc1)S(=O)(=O)c1ccc(F)cc1 | 0% | 11% | -16%
O=C(Nc1ccccc1C(=O)N1CCOCC1)c1ccncc1 | -3% | 1% | -3%
COCCn1c(=O)c(-c2ccccc2)nc2cnc(N3CCNCC3)nc21 | ? | / | 22%
Oc1ccc(Br)cc1-c1ccnn1-c1ccccc1 | ? | 0% | -19%
COc1ccccc1NC(=O)CNC(=O)c1ccc(F)cc1 | -2% | 9% | 6%
Cc1ccc(CNC(=O)COC(=O)c2ccc(Br)o2)cc1 | -5% | -14% | /
CCCCN(C)C(=O)CSc1nc(NCc2ccc(OC)cc2)c2ccccc2n1 | -3% | -16% | -21%
COc1ccc(NC(C(=O)Nc2cccc(C(C)=O)c2)c2ccccc2)cc1 (stereo not given) | -4% | -13% | -2%
CCOC(=O)c1[nH]c(C)c(C(=O)OCC(=O)N(Cc2ccccc2)C(C)C)c1C | -1% | -24% | /
O=C(Nc1ccc([N+](=O)[O-])cc1)N1CCCCCC1 | -4% | 17% | ?
Cc1c(Cl)cccc1-n1nnc(-c2nc(-c3ccc4c(c3)OCO4)no2)c1C | -7% | -2% | /
CCOC(=O)C1=C(N)N(c2ccc(N3CCCCC3)cc2)C(=O)C1 | -5% | -4% | -2%
Cc1ccc2[nH]c(C)c(CC(=O)O)c2c1 | -1% | -3% | 0%
CCOc1cccc(-c2nn3c(-c4ccccn4)nnc3s2)c1 | -6% | -8% | 11%
CC(C)(C)NS(=O)(=O)c1ccc(C(=O)Nc2ccc3c(c2)OCO3)cc1 | -6% | 11% | 0%
COc1ccc(C(C)(C)C)cc1NC(=O)COC(=O)C1=NNC(=O)CC1 | 1% | 15% | /
C=C[C@]1(C)CC(=O)[C@@]2(O)[C@@]3(C)C(O)CCC(C)(C)C3C(O)C(OC(C)=O)[C@@]2(C)O1 (stereo not given in full) | -6% | / | 0%
Cc1ccc(C)c(-n2c(SCC(N)=O)nnc2-c2ccccn2)c1 | -4% | 8% | -16%
CC(=O)N1CCN(C(=O)c2ccc3c(c2)S(=O)(=O)c2ccccc2C3=O)CC1 | -7% | -17% | -2%
Cc1cc(/C=C2\SC(=O)N(C)C2=O)c(C)n1-c1ccc(S(N)(=O)=O)cc1 | -2% | 6% | -24%
COc1cccc(C2C3(C#N)C(N)=NC(OC)(OC)C23C#N)c1 (stereo not given) | -5% | 12% | 8%
CCOc1cc(C=O)ccc1OCC(N)=O | -6% | 1% | 10%

Reprinted from the results shown, three compounds:
SMILES | GCN5L2 inh | FEN1 inhibitor | N370S GC
Cc1cc(/C=C2\SC(=O)N(C)C2=O)c(C)n1-c1ccc(S(N)(=O)=O)cc1 | -2% | 6% | -24%
COc1cccc(C2C3(C#N)C(N)=NC(OC)(OC)C23C#N)c1 (stereo not given) | -5% | 12% | 8%
CCOc1cc(C=O)ccc1OCC(N)=O | -6% | 1% | 10%

The main list resumes; the 4 compounds before the break are reprinted first.
SMILES | GCN5L2 inh | FEN1 inhibitor | N370S GC
CC(=O)N1CCN(C(=O)c2ccc3c(c2)S(=O)(=O)c2ccccc2C3=O)CC1 | -7% | -17% | -2%
Cc1cc(/C=C2\SC(=O)N(C)C2=O)c(C)n1-c1ccc(S(N)(=O)=O)cc1 | -2% | 6% | -24%
COc1cccc(C2C3(C#N)C(N)=NC(OC)(OC)C23C#N)c1 (stereo not given) | -5% | 12% | 8%
CCOc1cc(C=O)ccc1OCC(N)=O | -6% | 1% | 10%
COc1ccc(C)cc1NC(=O)C1CCCN1S(=O)(=O)c1ccc2c(c1)CCC(=O)N2 (stereo not given) | -12% | -17% | -25%
OC(COc1ccc2c(c1)OCO2)CN1CCN(c2ccccc2)CC1 (stereo not given) | -7% | -13% | -6%
O=C(Cc1ccc(F)cc1)N/N=C/c1ccc2c(c1)OCO2 | -4% | 6% | 4%
COc1ccccc1NC(=O)NC1CCCc2ccccc21 (stereo not given) | -4% | -9% | -13%
CCOC(=O)N1CCC(NC(=O)CS(=O)Cc2nc(-c3ccc(Cl)cc3)oc2C)CC1 (stereo not given) | -1% | -3% | -2%
CC(NC(=O)c1ccccc1)C(=O)OCn1nnc2ccccc2c1=O (stereo not given) | -8% | 17% | /
CC1CC1C(=O)Nc1ccc(S(=O)(=O)N2CCCCC2)cc1 (stereo not given) | -2% | 7% | -2%
COc1ccc(CNC(=O)C(CC(C)C)N2Cc3ccccc3C2=O)cc1 (stereo not given) | 0% | 13% | /
COc1ccc(CNC(=O)CN(C(=O)CCC(=O)Nc2ccccn2)c2ccc(C)cc2)cc1 | -2% | 4% | -8%
CC(NCc1ccccc1OC1CCCC1)c1ccccc1 (stereo not given) | 2% | 0% | -11%
CSCC[C@H](NC(=O)[C@H](CC(C)C)NC(=O)CNC(=O)[C@H](Cc1ccc(O)cc1)NC(=O)[C@H](Cc1ccccc1)NC(=O)[C@H](CCC(N)=O)NC(=O)[C@H](CCC(N)=O)NC(=O)[C@@H]1CCCN1C(=O)[C@H](CCCCN)NC(=O)[C@@H]1CCCN1C(=O)[C@@H](N)CCCN=C(N)N)C(N)=O | 8% | / | -10%
Cc1nnc(NC(=O)C(=O)c2cc(C)n(-c3ccc(C)c(C)c3)c2C)s1 | -12% | -17% | /
c1ccc(CN2C3=NCCCN3c3ccccc32)cc1 | 1% | -2% | 2%
Cc1cccc(C2c3[nH]c4ccccc4c3CCN2C(=O)Cc2nc(-c3ccccc3)n[nH]2)n1 (stereo not given) | -12% | -22% | 2%
CC(C)C(=O)Nc1cccc(NC(=S)NC(=O)C(c2ccccc2)c2ccccc2)c1 | 18% | -6% | -8%
Cc1ccsc1C(=O)OCC(=O)N1CCN(C(=O)c2ccco2)CC1 | 1% | -2% | -1%
O=C1CCCC(=O)N1c1ccc(N2CCN(c3ccccc3)CC2)c([N+](=O)[O-])c1 | 3% | 0% | -2%
CC(C)CCn1c(-c2nonc2N)nc2ccccc21 | -12% | -16% | 0%
Cn1c(SCc2ccc(F)cc2)nnc1-c1cccs1 | 1% | -3% | -3%
COc1ccc(NC(=O)COC(=O)CNS(=O)(=O)/C=C/c2ccccc2)cc1OC | 1% | -7% | /
Cc1cccc(NC(=O)C2CCN(S(=O)(=O)c3cccs3)CC2)n1 | -6% | -9% | 2%
CC1=C(C(N)=O)C(c2ccccc2F)n2nc(CCCO)nc2N1 (stereo not given) | -4% | -6% | -6%
CC(=O)C(=Cc1ccc(C(=O)O)cc1)C(C)=O | -8% | 8% | 22%
COc1ccc(OC)c2[nH]c(=O)c(CCNC(=O)c3ccc4c(c3)OCO4)cc12 | -14% | -19% | 8%

Copied from the list:
In N370S GC, `CC(C)C(=O)Nc1cccc(NC(=S)NC(=O)C(c2ccccc2)c2ccccc2)c1` reads -8%
In N370S GC, `CC(C)CCn1c(-c2nonc2N)nc2ccccc21` reads 0%
In FEN1 inhibitor, `COc1ccc(OC)c2[nH]c(=O)c(CCNC(=O)c3ccc4c(c3)OCO4)cc12` reads -19%
In FEN1 inhibitor, `Cc1cccc(C2c3[nH]c4ccccc4c3CCN2C(=O)Cc2nc(-c3ccccc3)n[nH]2)n1` (stereo not given) reads -22%
In N370S GC, `c1ccc(CN2C3=NCCCN3c3ccccc32)cc1` reads 2%
In FEN1 inhibitor, `Cc1cccc(NC(=O)C2CCN(S(=O)(=O)c3cccs3)CC2)n1` reads -9%

Further results:
SMILES | GCN5L2 inh | FEN1 inhibitor | N370S GC
COc1cccc(CNC(=O)c2sc3nc(C)cc(C)c3c2-n2cccc2)c1OC | -2% | -16% | /
Cc1cccc(N2CCN(c3ccc(C(=O)O)cc3NC(=O)c3cccc(Cl)c3)CC2C)c1 (stereo not given) | -9% | 13% | /
CCCn1c2ccccc2c2cnn(CC(=O)NCCCN3CCCC(C)C3)c(=O)c21 (stereo not given) | -19% | -8% | 1%
COc1cc(/C=C2\C(=N)N3N=C(S(C)(=O)=O)SC3=NC2=O)cc(OC)c1OCCOc1ccc(C)cc1 | -14% | -1% | -4%
CC(C)(C)CC(=O)Nc1cc2c3c(c1)CC(=O)N3CCC2 | -1% | 12% | 0%
CCOc1ccc(OCC)c(NC(=O)CN2CCN(c3cccc(C)c3)CC2)c1 | -4% | -9% | 3%
O=C(N/N=C/c1ccc(O)cc1)c1[nH]c2ccc(Br)cc2c1-c1ccccc1 | -4% | -20% | -14%
CC(C)(C)Nc1nc(C(N)=O)nc(N2CCOCC2)n1 | 1% | 2% | -19%
COCc1cc(=O)[nH]c2cc(NC(=O)C3CC3)c(C)cc12 | 0% | 7% | -1%
Cn1c(N)c(S(=O)(=O)N2CCN(c3ccccc3Cl)CC2)c(=O)n(C)c1=O | -43% | 3% | -11%
CC(=O)c1c(C)[nH]c(C(=O)COc2cc(C)cc(C)c2)c1C | 7% | -4% | -9%
COc1ccc(-c2cc(C)no2)cc1S(=O)(=O)N1CCOc2ccc(C)cc21 | 1% | -6% | 1%
COC(=O)c1ccc(Cl)cc1NC(=O)Nc1nnc(N(C)C2CCCCC2)s1 | 0% | 0% | /
CCc1ccc(OCC(=O)Nc2ccc(S(=O)(=O)N3CCCC3)cc2)c(Br)c1 | -18% | -23% | 4%
Cc1nn(-c2ccccc2)nc1C(=O)OCC(=O)N1CCCCC1C (stereo not given) | -2% | -10% | /
COCCNC(=O)c1c(N)n(-c2ccccc2)c2nc3ccccc3nc12 | ? | -5% | ?
CC(=O)N1N=C(c2cccs2)CC1c1ccco1 (stereo not given) | ? | -4% | -3%
Cc1ccc(/C=C(\C#N)C(=O)N2CCCC2)c(C)c1 | 0% | -4% | -3%
COc1ccc(C(=O)Nc2ccc(NC(=O)c3cnccn3)cn2)cc1 | -2% | 4% | 10%
COc1cccc(N(C(=O)Cn2nnc3ccccc32)C(C(=O)NCc2ccco2)c2cccnc2)c1 (stereo not given) | -3% | 5% | ?
COc1ccc(CNC(=O)COC(=O)c2ccccn2)cc1 | 3% | 4% | -21%
CCN=C1SC(C(=O)Nc2ccc(Cl)c(Cl)c2)CC(=O)N1CC (stereo not given) | 0% | 3% | 4%
Cc1c(N=NC2=C(O)CCCC2=O)c(=O)n(-c2ccccc2)n1C | -1% | -5% | -1%
CCC1(CC)NC(=O)N(CC(=O)Nc2ccc(OCc3ccccc3)cc2)C1=O | 1% | 0% | /
O=C(NCCO)C(=O)c1c(-c2ccc(Cl)cc2)cc2ccccn12 | -5% | -3% | -3%
c1ccc(CN2CCCC3(CCCN(Cc4nc(COc5ccccc5)no4)C3)C2)cc1 (stereo not given) | -7% | 8% | 17%
Cc1ccc(OCC(=O)Nc2ccc3c(c2)C(=O)N(CCC(=O)O)C3=O)cc1 | -11% | -3% | 5%
COc1ccc(CCNC(=O)c2cc(C(=O)c3cc(Cl)ccc3O)cn(CCc3ccc(OC)cc3)c2=O)cc1 | -13% | -15% | 3%

Full records, quoted from the list. Order of values: GCN5L2 inh | FEN1 inhibitor | N370S GC
Cc1ccc(C)c(-n2c(SCC(N)=O)nnc2-c2ccccn2)c1 reads -4% | 8% | -16%
CC(C)(C)NS(=O)(=O)c1ccc(C(=O)Nc2ccc3c(c2)OCO3)cc1 reads -6% | 11% | 0%
